# Bioassay records (PubChem BioAssay)
# Pf Dd2 inh – qHTS Primary assay for Inhibitors of Plasmodium falciparum Dd2 growth in vitro; P. falciparum Dd2 growth, SYBR Green, 72 h; Potency, µM (doses to about 28.9 µM), for the others: at the top dose activity, negative = inhibition, usual class: inhibitors; 120,000 compounds, 4.3% hits; AID 1347417, 2020; active = well fitted inhibition curve with a large enough effect; inconclusive = small, poorly fitted or top-dose-only effect; inactive = no such curve, though single readings can be large or run the other way;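 also: plate controls were DMSO vehicle for no effect and reference drug for full effect; nearly all actives have a fitted effect of over 65% in size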
#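 Readout: SYBR Green fluorescence, 485 nm excitation, 535 nm emission, after ~16 h lysis at 37C. Before that, Dd2-infected red cells (2.5% hematocrit) grew 72 h with compound, 29 uM top final concentration.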
# Starred values were filed as active, the others as inactive; i = inactive; ? = inconclusive; [ ] = dose if it differs, or a comment. Potency is read from the fitted curve at half-maximal effect. A portion of the library; the hit share may differ from the screen's.
SMILES,Pf Dd2 inh
CS(=O)(=O)N1CCc2ccc(C(=O)NCCN3CCc4ccccc4C3)cc21,-25.6%
Cc1ccc(N2CC(C)N(C(=O)c3cccc(OC(F)F)c3)CC2=O)cc1 (stereo unspecified),-3.4%
COc1ccccc1N1CCN(Cc2nnc(-c3ccccc3C)o2)CC1,0.8%
CCC(=O)N(C1CCOCC1)C1CCN(Cc2cc(F)ccc2F)CC1,?
Cc1ccc(S(=O)(=O)NC[C@H]2OC[C@@H](NCc3ccncc3)[C@@H]2O)cc1,-8.2%[44.1 µM]
O=C(CSc1c2c(nc3ccc(Cl)cc13)CCCC2)NCc1ccccc1Cl,?
Cc1ccc(CCNC(=O)c2nnc(Cc3cccc(F)c3)o2)cc1,-19.9%
COc1ccc(S(=O)(=O)NCCc2sc3nc(-c4ccc(C)cc4)nn3c2C)cc1C,?
CCCc1nc(C(=O)NC2CC(c3cc(N4CCOCC4)ncn3)C2)cs1 (stereo unspecified),?
O=C(c1ccc(OC2CCN(C(=O)c3ccccc3)CC2)nc1)N1CCOCC1,-2.6%
CC(C)(O)CCc1cccc(C(=O)NCCOc2cccc3cccnc23)c1,-9.0%
O=c1c2sc3ccccc3c2n(Cc2ccc(F)cc2)c(=O)n1Cc1ccccc1,40.8%[activator]
Cc1cc(N2CCN(c3ccc(F)cc3)CC2)n2nc(-c3ccc(Cl)cc3)nc2n1,17.1%
Cc1ccc2nc3n(c2c1)[C@@H](CNC(=O)CCC(=O)O)COC3,-8.9%[44.1 µM]
CCN(C(=O)c1ccc2c(c1)N(S(C)(=O)=O)CC2)c1ccccc1C,i
Cn1nnnc1SCCNCc1ccc(OCc2ccccc2)cc1,i
O=C(N[C@H]1CCN2C(=O)c3ccccc3NC(=O)[C@H]12)C1CCCC1,29.0%[44.1 µM]
CCOc1ccc(C2Cn3nnc(-c4nc(-c5ccccc5Cl)no4)c3CO2)cc1 (stereo unspecified),-0.2%
CCc1ccc(NC(=O)c2cnc3c(-c4ccccc4)c(C)nn3c2C)cc1,28.5%
COc1ccc(NC(=O)C(c2ccccc2)N(C)C(=O)/C=C\c2ccc3c(c2)OCO3)cc1 (stereo unspecified),2.4%
Cc1cc(C(=O)Nc2ccc([C@H]3OCC(=O)N(CC(=O)N(C)C)[C@@H]3CO)cc2)no1,-6.6%[44.1 µM]
Cc1ccc(C)c(CN2CCCN(CC(=O)Nc3ccc(C)c(C)c3)S2(=O)=O)c1,50.6%[activator]
CCOC(=O)C1=CN(CC(=O)Nc2ccc(C)cc2)S(=O)(=O)N=C1C,36.2%
Cc1n[nH]c(C)c1CNC(=O)c1ccc(N2CC3CC(C2)[C@H]2CCCC(=O)N2C3)nc1 (stereo partly specified),26.1%
Cc1ccc(CNC(=O)CC2CCCN(c3cnn(CC4CC4)c(=O)c3)C2)cc1C (stereo unspecified),i
COCCNC(=O)[C@@H]1C[C@H](Oc2cccnc2)CN1C(=O)c1sc(C)nc1C,21.8%
CC(C)N1C(=O)CO[C@H]2CCN(Cc3cccc(C#N)c3)CC[C@@H]21,10.7%[44.1 µM]
CCN1c2cc(C(=O)Nc3ccc(F)c(C)c3)ccc2C(=O)N2CCCCCC21 (stereo unspecified),?
CCCCSCCCNC(=O)c1c[nH]c2ccc(S(=O)(=O)Nc3cccc(OC)c3)cc2c1=O,?
COCCNC(=O)[C@@H]1C[C@H](Oc2cccnc2)CN1C(=O)c1cc(-c2ccc(C)cc2)n[nH]1,i
CC(=O)Nc1ccc(CC(=O)N2CCc3c(c(-c4nncn4C)nn3C)C2)cc1,-17.7%
COc1ccc(-c2cc(C(=O)NCc3c(C)cc(C)[nH]c3=O)c3c(c2)N(C(C)C)CCO3)cc1OC,i
COCC(=O)N[C@H]1C[C@@H](CO)N(Cc2cc(F)ccc2F)C1,-7.1%
O=C(c1ccc2[nH]ccc2c1)N1CCC(N2C(=O)C3(CCCCC3)C2c2ccncc2)CC1 (stereo unspecified),?
COc1ccc(Cl)cc1NC(=O)c1cnc(N2CCCCC2)c2ccccc12,?
CCc1ccc(-n2nnc(-c3nc(-c4cccs4)no3)c2N)cc1,-7.1%
Cc1ccc(C(=O)N2CCC3(CC2)c2nccn2-c2ccccc2CN3CC(C)C)cc1F,?
CCCCc1ccc(NC(=O)c2cccn(Cc3ccc(Cl)cc3)c2=O)cc1,-27.8%
Cc1cccc(C(=O)N2CC(=O)N(c3cccc(Cl)c3)CC2C)n1 (stereo unspecified),4.1%
COc1ccc(CCNC(=O)Cn2ncc3c(C)n(Cc4ccccc4F)c(C)c3c2=O)cc1OC,492.5%[activator][5.79 µM]
CCc1nc2cc(N3CCCC(C(=O)NC4CC4)C3)cnc2nc1CC (stereo unspecified),i
COc1ccc(NC(=O)C2CCN(S(=O)(=O)c3c(C)noc3/C=C/c3cccs3)CC2)cc1Cl,?
COc1ccc(CCNC(=O)Cc2ccc(NC(=O)N3CCSc4ncccc43)cc2)cc1OC,58.7%[activator]
CC(=O)NC[C@H]1CCN(S(=O)(=O)c2ccc(C#N)cc2)C[C@H]1N(C)C,-2.6%
C#CCN(C)Cc1nc(C2(O)CCN(C(=O)NCC=C)CC2)cs1,26.8%[44.1 µM]
CCN1c2cc(C(=O)Nc3ccc(Cl)c(F)c3)ccc2C(=O)N2CCCCCC21 (stereo unspecified),-2.2%
Cc1ccc(C)c(Nc2nc(-c3ccccc3)c3cc(Br)ccc3n2)c1,?
CC(C)N1CC2CCC(C1)N2Cc1cccc(Cl)c1,-5.1%[44.1 µM]
CN(CC(O)COc1cccc(CNCCc2ccc(F)cc2)c1)C1CCCCC1 (stereo unspecified),3.98µM*
CCOC(=O)CC(NC(=O)Cn1nnc(-c2ccc(C(F)(F)F)cc2)n1)c1ccc(C)cc1 (stereo unspecified),1.7%
# Going on with the list.
SMILES,Pf Dd2 inh
Cc1cc(C(=O)N2CCC(Oc3ccc(C(=O)NC4CCCC4)cc3Cl)CC2)n(C)n1,i
COc1ccc(-c2noc(CSc3nnc(Cc4ccccc4)n3-c3ccccc3)n2)cc1OC,-5.8%
O=C1NCCC[C@@H]1NC(=O)[C@H]1CN(C(=O)c2cccs2)CCN1C(=O)c1cccs1,i
COc1ccccc1-c1ccnc(-c2nnc(C)n2C2CCCCC2)c1,i
CC(=O)N1CCCC2(C1)CN(C)c1ccc(C(=O)NCCOc3ccccc3)cc12 (stereo unspecified),-20.0%[44.1 µM]
CC(C)c1ccc(Cc2cn3cc(-c4cc5ccccc5oc4=O)nc3s2)cc1,-13.7%
CCCc1cnc2c(c1SCC(=O)NCc1ccc(C)cc1)c(=O)n(C)c(=O)n2C,-11.7%
Cc1ccc(CNC(=O)NC2COc3ccccc3C2)cc1 (stereo unspecified),13.3%
C[C@]1(CO)C2CC[C@@H](O)[C@@H](CC(=O)NCc3cccs3)[C@]2(C)CC[C@H]1OC(=O)Nc1cccc(F)c1 (stereo partly specified),?
COc1ccccc1C(=O)NC1=NC(c2ccc(Br)cc2)CC(=O)N1 (stereo unspecified),0.7%

# Next part; the last six above are carried over.
SMILES,Pf Dd2 inh
CC(=O)N1CCCC2(C1)CN(C)c1ccc(C(=O)NCCOc3ccccc3)cc12 (stereo unspecified),-20.0%[44.1 µM]
CC(C)c1ccc(Cc2cn3cc(-c4cc5ccccc5oc4=O)nc3s2)cc1,-13.7%
CCCc1cnc2c(c1SCC(=O)NCc1ccc(C)cc1)c(=O)n(C)c(=O)n2C,-11.7%
Cc1ccc(CNC(=O)NC2COc3ccccc3C2)cc1 (stereo unspecified),13.3%
C[C@]1(CO)C2CC[C@@H](O)[C@@H](CC(=O)NCc3cccs3)[C@]2(C)CC[C@H]1OC(=O)Nc1cccc(F)c1 (stereo partly specified),?
COc1ccccc1C(=O)NC1=NC(c2ccc(Br)cc2)CC(=O)N1 (stereo unspecified),0.7%
COc1cc(NC(=O)Cn2c(-c3ccccc3)nc(C)c(CCO)c2=O)cc(OC)c1OC,-16.1%
O=c1n(-c2ccc(F)cc2F)nc2n1CCN(Cc1cccs1)C2,i
O=C(C1CC(=O)N(C2CCCCC2)C1)N1CCC2(CC1)NCCc1c2[nH]c2ccccc12 (stereo unspecified),i
C1=C(c2nc(-c3ccncc3)cc3c2ccn3Cc2cccnc2)CCOC1,-17.4%[44.1 µM]
COc1cc(C2CC(=O)N(Cc3ccc(F)cc3)c3ccccc3S2)cc(OC)c1OC (stereo unspecified),1.12µM*
O=C(CCc1ccccc1)NC1CC(=O)N(c2ccccc2)C1 (stereo unspecified),17.7%
O=C(Cn1c(SCCOc2ccccc2)nc2ccccc21)N1CCOCC1,i
COc1ccccc1C(=O)n1nc(-c2ccccc2)nc1NCc1ccc(Cl)cc1,?
CC(=O)c1ccc(NC(=O)COc2ccccc2-c2nc(-c3ccc(C)cc3)no2)cc1,73.2%[activator][5.79 µM]
CCc1ccc(-n2nc(CO)c(C(=O)NCc3cccnc3)n2)cc1,12.7%
CCc1ccc(CNC(=O)C(CC)n2ccc3cc(S(=O)(=O)N4CCCCC4)ccc32)cc1 (stereo unspecified),-20.1%
CN1CCC(OC2CCN(C(=O)c3ccc(F)cc3)CC2)CC1,-23.1%
Cc1ccc(NC(=O)N2CCC(Oc3ncccc3C(=O)N(C)C)C2)c(C)c1 (stereo unspecified),i
COCCCNC(=O)c1c(-c2ccccc2)c(-c2ccccc2)nn(C)c1=O,44.4%[activator]
COc1ccc(CCNC(=O)C2CCCN(c3nc4c(C)cc(C)cc4s3)C2)cc1OC (stereo unspecified),?
COc1cccc(-c2ccc3ncn(-c4ccc(F)cc4F)c(=O)c3n2)c1,i
CCOC(=O)C1CCCN(c2nc3c(S(=O)(=O)c4ccc(C)c(C)c4)nnn3c3ccc(Cl)cc23)C1 (stereo unspecified),?
O=C1N(Cc2cccc(F)c2F)CCCC1(O)CN1CCCCC1 (stereo unspecified),?
CCCOc1ccc(-c2nn(-c3ccccc3)cc2C2NC(=O)NC(C)=C2C(=O)OC)cc1 (stereo unspecified),10µM*
CCSC1=NC2(CCN(C(=O)NC3CCCCC3)CC2)N=C1c1ccc(Cl)cc1,?
O=C(NCCn1ccn2nc(-c3ccc(F)cc3)cc2c1=O)c1ccco1,i
O=C1CCN(S(=O)(=O)c2ccccc2)CCCN(C(=O)c2cccc3[nH]ccc23)CCN1,?
CCN(Cc1ccccc1)S(=O)(=O)c1ccc(F)c(C(=O)Nc2cc(C(F)(F)F)ccc2Cl)c1,?
CC(C)N1C(=O)CO[C@H]2CCN(Cc3ccccc3)CC[C@@H]21,-24.5%[44.1 µM]
Cc1cc(N2CCC(C)CC2)nc2ccc(NC(=O)Cc3c(F)cccc3Cl)cc12,?
Cc1cc(F)ccc1OC1CN(Cc2ccc(C#N)cc2)C1,i
Cc1noc(CN2C[C@H](NC(=O)CNS(C)(=O)=O)[C@@H](C3CC3)C2)n1,3.0%
N#C/C(=C/c1ccc(Cl)cc1)c1nc(-c2ccc(Br)cc2)cs1,35.3%[activator]
O=C1CC(c2ccccc2)N(C(=O)CNC(=O)c2c[nH]c3ccccc23)CCCCCN1 (stereo unspecified),i
CCCN(CC1CCOC1)C(=O)NC1CCCC1 (stereo unspecified),20.8%[5.79 µM]
O=C(NC1CC1)C1(CCO)CC12CCOCC2 (stereo unspecified),19.9%
O=C(O)CCc1cc2n(n1)CCN(C(=O)c1ccccc1-n1cccc1)C2,-4.3%
COCCNC(=O)Cn1ccc2cc(S(=O)(=O)N3CCCCCC3)ccc21,i
N#Cc1cccc(CN2Cc3[nH]cnc3C[C@H]2C(=O)NCc2ccco2)c1,-5.9%[44.1 µM]
O=C(CN1CC2CC(C1)[C@H]1CCCC(=O)N1C2)NCc1cc(F)cc(F)c1 (stereo partly specified),-13.5%
CCC(O)c1nc2ccccc2n1Cc1cc(C)ccc1C (stereo unspecified),11.2µM*
COc1ccc(N2CCN(C(=O)c3ccc(-c4nc(COc5ccccc5)c(C)o4)cc3)CC2)cc1,?
CC1CCc2nc3ncn(Cc4ccc(Cl)cc4)c(=O)c3cc2C1 (stereo unspecified),-3.5%
O=C(NCCc1ccccn1)C1CCc2sc(C(=O)N3CCCCC3)cc2C1 (stereo unspecified),?
COCCN1Cc2cccc(C(=O)Nc3ccc(C)cc3C)c2C1=O,-3.9%

# Five entries from above, arranged by formula weight, rising:
SMILES,Pf Dd2 inh
COCCN1Cc2cccc(C(=O)Nc3ccc(C)cc3C)c2C1=O,-3.9%
CC1CCc2nc3ncn(Cc4ccc(Cl)cc4)c(=O)c3cc2C1 (stereo unspecified),-3.5%
O=C(O)CCc1cc2n(n1)CCN(C(=O)c1ccccc1-n1cccc1)C2,-4.3%
O=C(NCCc1ccccn1)C1CCc2sc(C(=O)N3CCCCC3)cc2C1 (stereo unspecified),?
COc1ccc(N2CCN(C(=O)c3ccc(-c4nc(COc5ccccc5)c(C)o4)cc3)CC2)cc1,?

# The listing continues:
SMILES,Pf Dd2 inh
COc1ccc(C(=O)N2CCN(c3nc4c(C)c(Cl)ccc4s3)CC2)c(OC)c1,i
O=C(CN1C(=O)NC2(CCCCC2)C1=O)N1CCN(c2ccc(F)cc2)CC1,i
O=C(C1CCC(Cn2c(=O)c3sccc3n(Cc3cccc(F)c3)c2=O)CC1)N1CCOCC1 (stereo unspecified),?
CN(CC1CCOC1)C(=O)Nc1ccc(C(F)(F)F)cc1 (stereo unspecified),i[5.79 µM]
O=C(Nc1ccccc1)N1CCc2nc(-c3ccccc3)nc(-c3ccc(Cl)cc3)c2C1,10µM*
COC(=O)CNC(=O)c1nc(-c2cccnc2)c2ccccn12,-5.9%[44.1 µM]
Cc1ccc(C)c(CN2C(=O)C(O)(c3c[nH]c4ccccc34)c3ccccc32)c1 (stereo unspecified),i

# Some of the entries so far, field by field.
O=C(C1CCC(Cn2c(=O)c3sccc3n(Cc3cccc(F)c3)c2=O)CC1)N1CCOCC1 (stereo unspecified)
- Pf Dd2 inh: ?
CN(CC1CCOC1)C(=O)Nc1ccc(C(F)(F)F)cc1 (stereo unspecified)
- Pf Dd2 inh: i[5.79 µM]
